Assay outcomes (PubChem)
Cardio protect: modulators protecting cardiomyocytes from myocardial damage. H9c2 cardiomyocytes, H2O2 injury protection, ATPLite, 2 h. protection from H2O2 cell death, % at 20 µM. 360,000 tested, 0.63% active. AID 588492;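 active = compounds giving at least 50% protection of heart cells from peroxide-induced death in the single-dose screen, raw or plate-pattern-corrected value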;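 note: 0% = DMSO wells with peroxide and 100% = DMSO wells without peroxide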
ABCB6 inh 2: inhibitors of human ABC transporter ABCB6. Q9NP58. K562-ABCB6 porphyrin accumulation, flow cytometry, 1 h; active compounds read low. fluorescence ratio to DMSO, % at 10 µM. 360,000 tested, 0.19% active;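 active = fluorescence ratio to DMSO below 75%, the collection mean minus 3 SD; inconclusive = too few cells collected in the well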;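 note: signal is porphyrin accumulated inside mitochondria; 100% equals median channel fluorescence of DMSO control wells; lower ratio means ABCB6 inhibition with less porphyrin fluorescence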
PDI inh: PDI (human) enzyme inhibition; PDI insulin aggregation turbidity, A650, 90 min; inhibition, % at 10 µM; 350,000 tested, 0.052% active;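 active = mean inhibition across replicates of 30% or more, whatever share of single replicates reach that level; inconclusive = mean inhibition below 30% while every single replicate reaches 30%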;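 note: absorbance from insulin aggregation driven by PDI reduction with DTT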
Target sequence (P07237 whole entry, looked up): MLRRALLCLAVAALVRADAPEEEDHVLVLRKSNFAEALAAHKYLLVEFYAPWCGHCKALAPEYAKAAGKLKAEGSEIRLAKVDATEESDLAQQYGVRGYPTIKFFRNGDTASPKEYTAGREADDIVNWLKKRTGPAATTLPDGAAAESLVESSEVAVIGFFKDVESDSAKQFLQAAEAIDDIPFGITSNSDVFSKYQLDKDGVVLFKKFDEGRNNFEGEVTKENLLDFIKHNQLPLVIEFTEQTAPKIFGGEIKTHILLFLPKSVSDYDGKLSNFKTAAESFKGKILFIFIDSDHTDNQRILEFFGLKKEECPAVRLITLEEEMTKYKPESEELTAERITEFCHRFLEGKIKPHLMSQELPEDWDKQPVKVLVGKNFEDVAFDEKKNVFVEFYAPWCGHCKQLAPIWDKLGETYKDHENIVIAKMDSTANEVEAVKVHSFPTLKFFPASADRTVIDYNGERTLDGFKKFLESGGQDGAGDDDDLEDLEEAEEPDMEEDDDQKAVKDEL
MC4R antagonist: human MC4R antagonism in cAMP assay; MC4R-expressing cells, MTII-stimulated cAMP, LANCE TR-FRET; AID 540295; inhibition, % at 6.5 µM; 360,000 tested, 0.48% active; P32245;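 active = inhibition above its plate's cutoff, the mean of tested wells on that plate plus 3 SD, cut at about 29% in these data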;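 note: 0% = Melanotan II alone and 100% = Melanotan II plus saturating MCL0020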
Target sequence (P32245 whole entry, looked up): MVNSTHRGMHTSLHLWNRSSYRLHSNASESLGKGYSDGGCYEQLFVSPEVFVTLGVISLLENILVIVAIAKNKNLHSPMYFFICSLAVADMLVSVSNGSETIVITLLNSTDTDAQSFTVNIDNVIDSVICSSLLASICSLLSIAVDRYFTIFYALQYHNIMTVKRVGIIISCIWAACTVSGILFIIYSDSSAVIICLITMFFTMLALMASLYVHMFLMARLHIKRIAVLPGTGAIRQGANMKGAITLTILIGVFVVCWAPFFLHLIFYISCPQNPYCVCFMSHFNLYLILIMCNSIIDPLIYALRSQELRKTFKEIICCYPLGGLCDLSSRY
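Material: U2OS-MC4R stable cell line | Reagent: Melanotan II challenge after compound preincubation | Doses: One concentration, 6.5 µM nominal | Incubation: 30-min compound preincubation, 1-h Melanotan II challenge, 1-h detection, room temperature | Signal: TR-FRET cAMP assay | Replicates: One well per compound, no replicates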
aDG glyco act: alpha-DG glycosylation activation | Pro5-aDG cells, alpha-DG glycosylation AlphaScreen (IIH6); 0% Pro5, 100% B10-LARGE cell signal | activation, % at 10 µM | 360,000 tested, 0.22% active | AID 624168;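 active = activation of at least 8% versus controls, or a plate z-score of at least 8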;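 note: Pro5 are CHO cells carrying HIG-tagged alpha-DG that lacks glycosylation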
MC4R ag barr: activates human MC4R beta-arrestin recruitment; U2OS MC4R beta-arrestin complementation, luminescence; percent of melanotan II response, DMSO zero; 360,000 tested, 0.98% active; activation, % at 8.9 µM;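 active = activation above a per-plate cutoff, the mean activation of sample wells on that plate plus 3 SD, cut at about 8% in these data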
HTR2A ag: agonists of mouse serotonin 5-HT2A receptor (HTR2A); P35363; CHO-K1 mHTR2A beta-arrestin complementation, luminescence; percent of 30 µM serotonin response; activation, % at 7.6 µM; 360,000 tested, 0.66% active; AID 624169;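 active = activation above a run cutoff, the mean activation of all tested compounds plus 3 SD, cut at about 14% in these data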;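 note: 0% = plate median of compound wells and 100% = 30 µM serotonin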
CaV13 ICDI inh: Disruptors of the CACNA1D IQ motif to Ca2+-dependent inactivation inhibitor domain association, primary screening, Förster resonance energy transfer in intact living … | HEK cells, CFP/YFP FRET ICDI-IQ, plate reader, 10 min; percent FRET-ratio fall versus neutral wells | inhibition, % at 12.3 µM | 340,000 tested, 0.098% active;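 active = mean replicate inhibition of at least 30% and at least 1% of replicates passing that level; inconclusive = only one of the two criteria is met; inactive = neither criterion is met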;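 note: 0% = median of the neutral control wells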
N-glyco inh: N-linked glycosylation inhibition; 360,000 tested, 0.23% active; D54 ERlucT glycosylation luciferase reporter, 24 h; percent of 100 nM tunicamycin response; reporter increase, % at 12.5 µM;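 active = mean luciferase reporter signal, scaled so untreated is 0 and the glycosylation-blocking control 100, at or above a set limit in every replicate; inconclusive = mean reaches the limit but not every replicate does; inactive = mean below the limit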;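 note: luciferase carries N-glycosylation sites so blocking glycosylation raises the light; 0% = median of neutral control wells and 100% = median of 100 nM tunicamycin wells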
Vif inh: blocks HIV Vif function; inhibition, % at 7.49 µM; HEK293T cells, Vif self-association by quenched fluorescence, imaging, 24 h; 340,000 tested, 0.35% active; AID 602346; in the data active = inhibition above about 50%, passing the limit was not always enough; inconclusive = no clear call, values can overlap the other calls; inactive = below about 31%; note: some results filed as inactive read as strong as hits
Numbers without * were called inactive; u = inconclusive; x = no result given.

Values run as follows: Cardio protect, ABCB6 inh 2, PDI inh, MC4R antagonist, aDG glyco act, MC4R ag barr, HTR2A ag, CaV13 ICDI inh, N-glyco inh, Vif inh
- COc1ccccc1N(CC(=O)Nc1cc(S(=O)(=O)N(C)C)ccc1C)S(=O)(=O)c1cccs1
    2, 93, -5, 5, -0.2, -2.2, -2, -5, -2, 4
- CCN(Cc1ccccc1)c1cc2c(c3c1ccn3C)C1CCC2C1 (configuration not stated)
    -3, 95, x, x, -0.3, x, 4, -6, 0, x
- COc1cc(C(=O)Nc2cc(-c3ccccc3)[nH]n2)cc(OC)c1OC
    40, 101, -6, 6, -0.2, 1.7, -3, -6, 3, -6
- COc1ccc(OC)c(-n2c(-c3ccc(O)cc3O)n[nH]c2=S)c1
    -8, 102, -1, 21, -0.1, 0.5, 0, 2, 1, -3
- CCOC(=O)c1sc(NC(=O)c2ccc(S(=O)(=O)N3CCOCC3)cc2)cc1C
    -1, 99, -10, 6, 0.4, -2.5, -3, -3, 18, -18
- CN1/C(=C\C(=O)c2cccnc2)Sc2ccccc21
    -10, 159, 2, 0, 0.4, -1.0, 3, -7, 2, -2
- C=C(C)C1CC=C(CN2CCC(C(=O)OCC)CC2)CC1 (configuration not stated)
    6, 94, -4, -4, 1.3, 2.9, 18*, -4, 1, -16
- CCOC(=O)c1ccc(N2C(=O)c3n[nH]c(C)c3C2c2ccccn2)cc1 (configuration not stated)
    5, 103, -7, 2, 4.6*, -2.0, 1, -6, 1, -1
- COc1ccccc1NC(=O)c1ccc(SCC(=O)NCc2ccccc2Cl)c([N+](=O)[O-])c1
    12, 92, -13, 12, -0.1, 4.0, 0, -2, 0, -3
- Cc1c(C(=O)c2ccc(Cl)c([N+](=O)[O-])c2)c2ccccn2c1CCC#N
    -8, 102, 0, -55, 0.1, -1.7, 1, -4, 0, -5
- Cc1cccc(COCC(CC(C)C)N2CCN(C(=O)c3ccc(C(C)(C)C)cc3)CCC2=O)c1 (configuration not stated)
    0, 97, 8, 17, 0.3, -0.9, -1, 1, -2, -20
- Cc1ccc(NC(=O)CSC(C)C(=O)OCc2cc(=O)oc3cc(O)ccc23)cc1 (configuration not stated)
    67*, 99, u, -2, -0.2, 1.1, -2, -5, 1, 7
- O=C(CN1C(=O)/C(=C2\SC(=S)N(CCS(=O)(=O)O)C2=O)c2ccccc21)Nc1cccc(Br)c1
    -1, 100, -6, 7, 1.0, -1.6, -4, -3, 0, 2
- CCOC(=O)CN1C(=O)N[C@@H](c2cccc(C(F)(F)F)c2)[C@H](C(C)=O)[C@H]1C
    -2, 102, -1, 2, 0.1, -1.8, 18*, -5, 3, -9
- O=C(O)c1cc(Br)ccc1NN=C1CCCCC1
    -4, 81, 10, 0, 0.3, -0.9, 3, -3, 0, 0

Values run as follows: Cardio protect, ABCB6 inh 2, PDI inh, MC4R antagonist, aDG glyco act, MC4R ag barr, HTR2A ag, CaV13 ICDI inh, N-glyco inh, Vif inh
- Cc1ccc(C(=O)Nc2ccc(S(=O)(=O)Nc3ncccn3)cc2)cc1[N+](=O)[O-]
    0, 98, 1, 1, -0.1, 2.6, 4, -6, 3, -3
- Cc1cc(C)cc(OCC(=O)N2CCCCCC2)c1
    5, 99, -8, 3, 0.0, -2.5, 6, -9, 0, 1
- Cc1ccc(S(=O)(=O)N2CCN(S(=O)(=O)N3CCOCC3)CC2)cc1
    4, 98, 3, -2, 0.1, -2.1, 3, x, 2, 5
- CCOC(=O)C(CCCCC(NC(C)=O)(C(=O)OCC)C(=O)OCC)(NC(C)=O)C(=O)OCC
    -1, 96, -4, 8, 0.0, -1.0, 7, 5, 0, -1
- COc1ccc(/C=N\NC(=O)c2ccc(-c3ccccc3)cc2)cc1COC(C)=O
    6, 95, -3, 0, 0.0, 9.1*, 1, -2, x, x
- COc1ccc(C(=O)N2CCCCC2c2cc(C(=O)Nc3ccc(F)c(Cl)c3)no2)cc1 (configuration not stated)
    -11, 97, 5, 16, -0.1, 2.3, -10, -10, -2, -11
- COc1ccc(CCNC(=O)C2CCN(S(=O)(=O)N3CCC(C)CC3)CC2)cc1OC
    2, 105, 0, 0, 0.2, -1.2, 4, -2, 3, 3
- CCOC(=O)C(=O)c1csc(NC(=O)COc2ccc(N(C)S(=O)(=O)c3ccc(F)cc3)cc2)n1
    4, 86, -14, 3, 0.2, 0.0, -3, -5, 2, 3
- NC(=O)N/N=C/c1sc(N2CCCCC2)nc1-c1cccs1
    -12, 152, -11, 5, 0.0, -1.6, 0, -2, 7, -14
- O=C(O)Cc1nc(-c2cccnc2)sc1-c1ccc(Br)cc1
    -1, 104, 5, 24, 0.3, 0.3, 1, -1, 2, 4
- COC(=O)NCc1ccc(CNC(=O)OC)cc1
    10, 104, 1, 4, -0.1, -0.9, 8, x, 2, 33
- O=C(O)CCCC(=O)Nc1ccc(OCc2nc3ccccc3s2)cc1
    -3, 103, -5, -1, -0.3, 0.5, 2, -4, -1, 15
- COc1ccc(NC(=O)N(Cc2cc3cc(C)ccc3[nH]c2=O)CC2CCCO2)cc1 (configuration not stated)
    7, 114, -8, 4, -0.1, -3.1, 1, 5, 5, 1
- O=C(NCC(=O)N1CCCCCCC1)c1ccco1
    -2, 98, 1, 6, -0.2, 0.3, 4, -5, -1, x
- O=[N+]([O-])c1ccc(CSc2ccccn2)cc1
    -6, 97, 5, -6, -0.1, -1.9, -2, -21, -1, -1

Values run as follows: Cardio protect, ABCB6 inh 2, PDI inh, MC4R antagonist, aDG glyco act, MC4R ag barr, HTR2A ag, CaV13 ICDI inh, N-glyco inh, Vif inh
- CCc1nnc(NC(=O)C(NS(=O)(=O)c2ccccc2)C(C)C)s1 (configuration not stated)
    -1, 96, 5, 0, 0.1, -2.3, 2, -7, 0, 2
- Cc1cc(C)c(C)c(S(=O)(=O)N2CCC(C(=O)N3CCCCCCC3)CC2)c1C
    1, 98, 2, 3, 0.4, -2.4, 8, -6, -3, -2
- O=C(Nc1cccc(C(=O)O)c1)/C(=C\c1ccco1)NC(=O)c1ccccc1
    0, 98, 14, 12, -0.2, 0.6, 7, -3, 2, 15
- Cc1nc2ccccc2n1CSc1ccccc1
    -8, 97, 9, 4, 0.2, -3.5, 1, -4, 0, -1
- CCC(=O)NC(=S)Nc1cccc(NC(=O)c2ccc(Cl)cc2Cl)c1
    -7, 95, -5, 15, 0.1, 0.2, -1, -2, -1, -9
- O=C(O)c1ccc(Sc2nnc3ccccn23)c([N+](=O)[O-])c1
    1, 96, -8, -13, -0.3, -0.4, -2, -5, 2, -1
- O=C(CN1C(=O)NC(Cc2c[nH]c3ccccc23)C1=O)Nc1cccc(S(=O)(=O)N2CCCC2)c1 (configuration not stated)
    -2, 96, 14, 3, 0.0, -2.5, -1, -4, 0, 22
- CCCC(c1nnnn1C(C)(C)C)N1CCN(C(=O)c2ccco2)CC1 (configuration not stated)
    -10, 102, -8, 4, -0.3, -1.1, 4, -4, -1, 0
- COC(=O)C[C@@H]1C[C@@H]2c3cc(NS(=O)(=O)c4ccccc4)ccc3O[C@@H]2[C@@H](CO)O1
    -5, 98, 12, 13, -0.1, -0.9, 0, -4, 0, -5
- Cc1ccc(C2CCN(C(=S)NC3CCCCC3)C2)cc1 (configuration not stated)
    -9, 96, -1, 20, 0.0, 1.5, 9, 7, 1, -14
- O=C(NCc1ccccc1)NCC12CC3CC(CC(C3)C1)C2
    -5, 97, -2, 17, 0.1, 0.8, -5, 1, -3, -8
- CN(C)S(=O)(=O)c1cccc(NC(=O)CCc2nc3cc(S(=O)(=O)N4CCOCC4)ccc3n2C)c1
    3, 103, 4, 8, 0.0, 0.2, -4, -6, 2, 7
- COc1cc(C(=O)NC(C)c2ccc(S(N)(=O)=O)cc2)ccc1OCC(=O)N1CCOCC1 (configuration not stated)
    -2, 110, 3, 5, -0.3, -1.5, -3, x, 2, 5
- Cc1ccc(C)c(OCC(=O)N(C)CC(=O)Nc2ccc(Cl)c(C(F)(F)F)c2)c1
    -4, 94, 0, 3, 0.6, 1.3, -1, -15, 3, 0
- CCOC(=O)CC(C)(C)/C(C)=N/Nc1ccc([N+](=O)[O-])cc1[N+](=O)[O-]
    -8, 107, -5, 0, 1.1, -0.4, 1, -2, -3, 3

Values run as follows: Cardio protect, ABCB6 inh 2, PDI inh, MC4R antagonist, aDG glyco act, MC4R ag barr, HTR2A ag, CaV13 ICDI inh, N-glyco inh, Vif inh
- Cc1nc(NC(=O)/C=C/c2ccccc2)sc1C(=O)Nc1ccccc1
    2, 98, -1, 8, -0.2, 1.2, 3, -5, -10, -1
- O=C(N/C(=C/c1cccc(Br)c1)C(=O)N1CCOCC1)c1ccco1
    0, 99, 15, 8, -0.2, 2.0, 1, -5, 0, 0
- COC(=O)c1c(C(=O)OC)c(-c2ccc(Br)cc2)n2c1CS(=O)C2 (configuration not stated)
    7, 92, 2, -5, 0.1, 0.2, -3, -2, 0, -4
- CCc1ccc(C(=O)Nc2ccc3nc(C)ccc3c2)cc1
    -7, 96, 0, 18, 0.3, -1.6, 0, -20, -3, 2
- c1ccc(-n2nnnc2Oc2ccc(-n3ccnc3)cc2)cc1
    5, 96, -8, 6, 1.5, -0.1, -1, x, -3, 7
- COc1ccc(Cl)cc1NC(=O)COC(=O)Cc1cc(OC)c(OC)c(OC)c1
    -2, 92, -7, 3, -0.2, -1.2, -3, -5, 2, -21
- COc1ccc(NC(=O)CC2C(=O)Nc3ccccc3N2CC(=O)N2CCCC2)cc1 (configuration not stated)
    -3, 96, 10, -5, -0.3, -0.1, -1, -2, 4, -6
- O=C1c2ccccc2-c2cccc(C(=O)N3CCCCCC3)c21
    3, 103, -5, 3, 0.0, 3.9, 2, -2, -2, 28
- CC(=O)Nc1ccc(S(=O)(=O)Nc2nnc(C(C)C)s2)cc1
    -2, 97, -9, 2, -0.3, -1.1, 1, x, 0, 12
- CCCSc1nc2c(c(=O)[nH]c(=O)n2C)n1CCc1ccccc1
    -17, 108, -3, -7, 0.2, 1.2, 4, -5, 4, -4
- C(=N\Nc1ccccn1)/c1c[nH]c2ccccc12
    -2, 95, -5, -6, 0.2, 0.0, -7, -6, 0, 0
- Cc1cccc(OCC(=O)Nc2cccc(-c3nnc(-c4ccccc4)o3)c2)c1C
    -4, 97, -3, 7, -0.1, 30*, 11, -5, 1, 33
